Assay outcomes as filed in PubChem BioAssay.
PRC2 inh – blocks human EZH2/PRC2 H3K27 methylation; Q15910; inhibition, % at 12.5 µM; AID 651548; 57,000 tested, 0.35% active; DELFIA TRF, 1 h;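 active = mean inhibition of replicates at least 50% and every single replicate also reaching 50%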;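 note: dimethyl H3K27 on biotinylated H3 21-44 peptide detected by antibody; plate controls were median neutral control wells for no effect and median positive control wells for full effect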
IDH1 mut inh – IDH1 R132H (human) inhibition; O75874; IDH1 R132H reductase, diaphorase/resazurin fluorescence, 60 min; inhibition, % at 10 µM; 70,000 tested, 0.18% active; in the data active = inhibition above about 34%;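 note: 0% = DMSO and 100% = no enzyme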
Target sequence (O75874 whole entry R132H): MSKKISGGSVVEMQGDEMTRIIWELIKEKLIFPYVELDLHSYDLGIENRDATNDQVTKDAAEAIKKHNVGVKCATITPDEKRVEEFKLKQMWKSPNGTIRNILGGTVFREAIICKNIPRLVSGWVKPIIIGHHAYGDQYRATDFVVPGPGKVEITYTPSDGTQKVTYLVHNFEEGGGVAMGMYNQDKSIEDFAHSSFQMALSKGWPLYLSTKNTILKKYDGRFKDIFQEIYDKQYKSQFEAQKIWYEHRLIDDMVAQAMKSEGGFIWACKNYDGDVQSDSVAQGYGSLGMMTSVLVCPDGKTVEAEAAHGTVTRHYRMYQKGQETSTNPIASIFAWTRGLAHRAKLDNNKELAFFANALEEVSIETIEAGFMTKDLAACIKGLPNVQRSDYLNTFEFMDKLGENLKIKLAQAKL
Starred values were filed as active, the others as inactive; . = not tested or not shown.

SMILES	PRC2 inh	IDH1 mut inh
C[C@H](CO)N1C[C@H](C)[C@H](CN(C)Cc2cccc3c2OCCCO3)OCc2cn(nn2)CCCC1=O	1	1.4
CCn1c(SCC(=O)Nc2cccc(Br)c2)nnc1-c1ccc(C)cc1	3	-0.2
O=C(NCc1nc2ccccc2[nH]1)C1=C[C@H](c2ccccc2)C[C@H](OCCCCO)O1	-1	.
O=C(CCCCCC(=O)Nc1ccccc1O)N/N=C/c1cc(O)ccc1[N+](=O)[O-]	-12	.
C[C@H](CO)N1C[C@H](C)[C@@H](CN(C)C(=O)Nc2ccc3c(c2)OCO3)Oc2c(NC(=O)CCCCCC(=O)Nc3ccccc3N)cccc2C1=O	-6	0.1
O=C(C[C@H]1C=C[C@@H](NC(=O)Nc2cc(F)ccc2F)[C@H](CO)O1)NCc1ccc2c(c1)OCO2	7	-0.1
O=C(CCCCC(=O)N/N=C/c1ccc(C(F)(F)F)cc1)NO	-38	.
C[C@H](CO)N1C[C@H](C)[C@H](CN(C)Cc2ccc(C(=O)Nc3ccccc3N)cc2)Oc2ccc(NC(=O)Cc3ccccc3)cc2C1=O	-1	0.6
O=C(C[C@@H]1CC[C@@H](NC(=O)c2ccncc2)[C@@H](CO)O1)NCC1CC1	-3	0.1
C[C@@H]1CN([C@H](C)CO)C(=O)c2cc(NC(=O)Nc3cccc4ccccc34)ccc2O[C@@H](C)CCCCO[C@@H]1CN(C)C(=O)NC1CCCCC1	.	-0.3

4 compounds from above, sorted by number of heavy atoms, rising:
SMILES	PRC2 inh	IDH1 mut inh
O=C(CCCCC(=O)N/N=C/c1ccc(C(F)(F)F)cc1)NO	-38	.
CCn1c(SCC(=O)Nc2cccc(Br)c2)nnc1-c1ccc(C)cc1	3	-0.2
C[C@H](CO)N1C[C@H](C)[C@H](CN(C)Cc2ccc(C(=O)Nc3ccccc3N)cc2)Oc2ccc(NC(=O)Cc3ccccc3)cc2C1=O	-1	0.6
C[C@@H]1CN([C@H](C)CO)C(=O)c2cc(NC(=O)Nc3cccc4ccccc34)ccc2O[C@@H](C)CCCCO[C@@H]1CN(C)C(=O)NC1CCCCC1	.	-0.3

(further entries)
SMILES	PRC2 inh	IDH1 mut inh
C[C@H](CO)N1C[C@H](C)[C@H](CN(C)S(=O)(=O)c2cn(C)cn2)Oc2ccc(NC(=O)CCCN(C)C)cc2CC1=O	.	1.1
C[C@@H]1CN([C@H](C)CO)S(=O)(=O)c2ccc(C#C[C@@H](C)O)cc2O[C@@H]1CN(C)Cc1ccccn1	-10	.
Cc1noc(C)c1NC(=O)Nc1cccc2c1O[C@H](CN(C)S(=O)(=O)c1cn(C)cn1)[C@@H](C)CN([C@H](C)CO)C2=O	.	0.1
Cc1ccc(S(=O)(=O)N(C)C[C@H]2Oc3ccc(NS(=O)(=O)c4ccc(Cl)cc4)cc3CC(=O)N([C@H](C)CO)C[C@H]2C)cc1	.	1.0
Cc1ccccc1-c1cnc2c(c1)C(=O)N([C@@H](C)CO)C[C@H](C)[C@@H](CN(C)CC1CCOCC1)O2	9	-0.6
O=C(C[C@H]1C[C@@H]2c3cc(NC(=O)C4CCC4)ccc3O[C@@H]2[C@H](CO)O1)NCC(F)(F)F	3	0.0
O=C(NCc1ccccn1)c1cnn2c1NC(c1cccs1)CC2C(F)(F)F (stereo not drawn)	-1	0.1
C[C@@H]1CN([C@@H](C)CO)C(=O)c2cc(-c3ccc(C#N)cc3)cnc2O[C@H]1CN(C)C(=O)Nc1ccc(F)cc1	.	-0.1
COc1ccccc1-c1ccc2c(c1)O[C@@H](CN(C)CC1CCOCC1)[C@@H](C)CN([C@H](C)CO)S2(=O)=O	-6	.
CO[C@H]1CN(C)C(=O)c2cc(NC(C)=O)ccc2OC[C@H](C)N(CCc2ccccc2)C[C@H]1C	-3	0.4
COc1cccc(C#Cc2cnc3c(c2)C(=O)N([C@H](C)CO)C[C@H](C)[C@H](CN(C)C(C)=O)O3)c1	-13	-4.3
CNC[C@@H]1Oc2ccc(NS(=O)(=O)c3cccs3)cc2CC(=O)N([C@@H](C)CO)C[C@@H]1C	.	0.1
O=C(C[C@@H]1C=C[C@H](NC(=O)Nc2cc(F)ccc2F)[C@H](CO)O1)NCc1ccc2c(c1)OCO2	0	-0.2
O=C(C[C@@H]1C[C@H]2c3cc(NC(=O)NC4CCCC4)ccc3O[C@H]2[C@H](CO)O1)NC1CCCC1	-6	-0.1
C[C@H](CO)N1C[C@H](C)[C@@H](CN(C)C(=O)CCCN(C)C)OCCCC[C@H](C)Oc2ccc(NC(=O)Cc3ccccc3)cc2C1=O	.	0.0
C[C@@H]1CN([C@@H](C)CO)C(=O)c2cc(C#Cc3ccc(F)cc3)cnc2O[C@@H]1CN(C)C	-15	-0.4
C[C@H](CO)N1C[C@H](C)[C@H](CN(C)CC2CCOCC2)Oc2ncc(-c3cccc(F)c3)cc2C1=O	13	0.0
O=C(Nc1ccccc1F)N[C@H]1CC[C@H](CC(=O)N2CCCCC2)O[C@H]1CO	6	0.1
COc1cccc(NC(=O)Nc2ccc3c(c2)C(=O)N(C)C[C@H](OC)[C@@H](C)CN(C)[C@@H](C)CO3)c1	-4	-0.2
CO[C@@H]1CN(C)C(=O)c2ccc(NC(=O)c3ccccc3)cc2OC[C@@H](C)N(CC2CC2)C[C@H]1C	-6	0.1
O=C(NCc1nc2ccccc2[nH]1)C1=C[C@H](c2ccc3c(c2)OCO3)C[C@H](OCCCCO)O1	-3	.
CCCC#Cc1cnc2c(c1)C(=O)N([C@H](C)CO)C[C@@H](C)[C@H](CN(C)S(=O)(=O)c1ccccc1)O2	2	-0.2
CO[C@@H]1CN(C)C(=O)c2ccc(NS(=O)(=O)c3cn(C)cn3)cc2OC[C@H](C)N(Cc2cccc(F)c2)C[C@H]1C	-7	-0.1
CO[C@H]1CN(C)C(=O)c2cc(NC(=O)Nc3cc(F)ccc3F)ccc2OC[C@H](C)N(C)C[C@H]1C	-5	-0.6
O=C(NO)c1ccc(C(=O)N/N=C/c2cccnc2)cc1	17	.
C[C@@H]1CN([C@@H](C)CO)S(=O)(=O)c2ccc(C#Cc3ccc(F)cc3)cc2O[C@H]1CN(C)S(C)(=O)=O	-1	-3.4
COc1cc2c(cc1NC(=S)NCc1ccco1)oc1ccccc12	.	1.5
C[C@@H]1CN([C@H](C)CO)S(=O)(=O)c2ccc(C3=CCCC3)cc2O[C@H]1CN(C)S(=O)(=O)c1ccc(F)cc1	-20	.
C[C@@H]1CN([C@H](C)CO)C(=O)c2cc(NS(C)(=O)=O)ccc2O[C@@H]1CN(C)Cc1ccc(Oc2ccccc2)cc1	-4	0.1
O=C(N[C@@H]1CC[C@@H](CCNS(=O)(=O)c2ccc(F)cc2)O[C@@H]1CO)C1CCOCC1	2	-0.3
C[C@@H]1CN([C@@H](C)CO)C(=O)c2cc(NC(=O)Nc3ccc(C(F)(F)F)cc3)ccc2O[C@@H]1CN(C)S(=O)(=O)c1ccccc1	.	0.4
CNC[C@H]1OCCCC[C@H](C)Oc2ccc(N)cc2C(=O)N([C@H](C)CO)C[C@@H]1C	-2	1.0
COc1cccc(CNC(=O)C[C@H]2C=C[C@@H](NC(=O)C3CCOCC3)[C@@H](CO)O2)c1	-5	0.0
COc1ccc(NC(=O)Nc2ccc3c(c2)C(=O)N([C@H](C)CO)C[C@H](C)[C@@H](CN(C)Cc2ccc4c(c2)OCO4)OCCCC[C@H](C)O3)cc1	.	0.3
O=C(N[C@@H]1CC[C@@H](CC(=O)N2CCCCC2)O[C@H]1CO)c1ccc2c(c1)OCO2	5	-0.3
CO[C@H]1CN(C)C(=O)c2cc(NS(C)(=O)=O)ccc2OC[C@@H](C)N(C(=O)C2CCC2)C[C@@H]1C	-1	0.1
C[C@@H]1CN([C@H](C)CO)C(=O)c2cc(-c3cccc(C(=O)N(C)C)c3)cnc2O[C@H]1CN(C)S(=O)(=O)c1cccc(F)c1	.	-0.5
O=C(C[C@H]1C=C[C@H](NC(=O)Nc2ccccc2F)[C@H](CO)O1)NCc1ccc(-c2ccccc2)cc1	-9	-0.2
C[C@@H]1CN([C@@H](C)CO)C(=O)c2cc(-c3ccccc3)cnc2O[C@H]1CN(C)C(=O)Cc1cccnc1	1	3.8
CC(C)NC(=O)N[C@@H]1CC[C@H](CCn2cc(-c3ccc(F)cc3)nn2)O[C@@H]1CO	-2	0.1
C[C@@H]1CCCCO[C@H](CN(C)Cc2ccc(C(F)(F)F)cc2)[C@H](C)CN([C@@H](C)CO)C(=O)c2cc(NC(=O)NC3CCCCC3)ccc2O1	.	1.1
O=C(C[C@H]1C=C[C@H](NC(=O)C2CC2)[C@H](CO)O1)NCc1ccncc1	-2	0.2
O=C(C[C@@H]1C=C[C@@H](NS(=O)(=O)c2ccc(F)cc2)[C@H](CO)O1)NCCc1ccncc1	-11	0.2
O=C(C[C@H]1C[C@@H]2c3cc(NC(=O)Nc4ccccc4F)ccc3O[C@@H]2[C@H](CO)O1)NCc1ccc(Oc2ccccc2)cc1	-18	0.4
C[C@@H]1CN([C@H](C)CO)C(=O)c2ccccc2-c2ccccc2CO[C@H]1CN(C)S(=O)(=O)c1ccc(F)cc1	-17	.
CO[C@H]1CN(C)C(=O)c2cc(NC(=O)C3CCCCC3)ccc2OC[C@H](C)N(Cc2nccs2)C[C@@H]1C	-9	-0.1
CC(C)NC(=O)N(C)C[C@H]1Oc2ccc(NC(=O)CCCN(C)C)cc2C(=O)N([C@H](C)CO)C[C@@H]1C	.	2.3
COc1ccc(CN(C)C[C@@H]2OCCCC[C@@H](C)Oc3ccc(NC(=O)Nc4c(C)noc4C)cc3C(=O)N([C@H](C)CO)C[C@H]2C)cc1	.	1.7
C[C@@H]1CN([C@@H](C)CO)C(=O)c2cc(NS(=O)(=O)c3cn(C)cn3)ccc2O[C@@H]1CN(C)S(=O)(=O)c1ccc(Cl)cc1	.	1.1
Cc1ccc(-n2c(SCC(=O)Nc3ccc(Cl)cc3C)nnc2-c2ccccc2)cc1	1	0.5

Grouped by structure: those above with a thiophene ring, fused or not
SMILES	PRC2 inh	IDH1 mut inh
O=C(NCc1ccccn1)c1cnn2c1NC(c1cccs1)CC2C(F)(F)F (stereo not drawn)	-1	0.1
CNC[C@@H]1Oc2ccc(NS(=O)(=O)c3cccs3)cc2CC(=O)N([C@@H](C)CO)C[C@@H]1C	.	0.1

Later entries
SMILES	PRC2 inh	IDH1 mut inh
C[C@@H]1CN([C@@H](C)CO)C(=O)c2cc(NC(=O)Nc3ccc(C(F)(F)F)cc3)ccc2O[C@H]1CN(C)S(C)(=O)=O	-3	.
C[C@H](CO)N1C[C@H](C)[C@@H](CN(C)C(=O)Nc2cc(F)ccc2F)Oc2cc(C#CC3CC3)ccc2S1(=O)=O	-10	.
CO[C@@H]1CN(C)C(=O)c2cc(NC(=O)Nc3ccccc3F)ccc2OC[C@@H](C)N(CC2CC2)C[C@@H]1C	3	-0.1
COCCNC(=O)C[C@@H]1CC[C@@H](NC(=O)NC2CCCC2)[C@@H](CO)O1	-10	0.2
CCCN(C)C[C@@H]1Oc2ncc(-c3cccc(C(=O)N(C)C)c3)cc2C(=O)N([C@H](C)CO)C[C@@H]1C	1	1.4
COc1ccc(NC(=O)N(C)C[C@@H]2Oc3ccc(NC(=O)Nc4ccc(F)cc4)cc3CC(=O)N([C@H](C)CO)C[C@H]2C)cc1	.	0.0
C[C@H]1CN([C@@H](C)CO)C(=O)c2cc(NC(=O)Nc3ccc4c(c3)OCO4)ccc2O[C@H]1CN(C)Cc1ccc(C(=O)Nc2ccccc2N)cc1	0	.
CC(C)NC(=O)N(C)C[C@@H]1Oc2ccc(NC(=O)Cc3cn(C)c4ccccc34)cc2C(=O)N([C@H](C)CO)C[C@H]1C	-10	.
Cc1ccccc1Cn1nc(C)c(NC(=O)C2CC(c3cccc(Br)c3)=NO2)c1C (stereo not drawn)	2	-0.7
C[C@@H]1CN([C@H](C)CO)C(=O)c2cc(-c3cccc(C#N)c3)cnc2O[C@H]1CN(C)C(=O)c1ccccn1	.	-0.2
O=C(N/N=C/c1ccncc1Br)c1ccccn1	6	0.5
COc1ccc(S(=O)(=O)N(C)C[C@@H]2Oc3c(NS(C)(=O)=O)cccc3C(=O)N([C@H](C)CO)C[C@@H]2C)cc1	.	-1.3
COc1ccc(NC(=O)N(C)C[C@@H]2Oc3ccc(NC(=O)C4CC4)cc3C(=O)N([C@@H](C)CO)C[C@@H]2C)cc1	-6	.
O=C(NCC[C@H]1CC[C@@H](NC(=O)c2cnccn2)[C@H](CO)O1)c1ccc2c(c1)OCO2	8	0.4
O=C(C[C@H]1C=C[C@H](NS(=O)(=O)c2ccc(F)cc2)[C@H](CO)O1)N1CCC(Cc2ccccc2)CC1	-16	-0.2
C[C@@H]1CN([C@@H](C)CO)C(=O)Cc2cc(NC(=O)NC3CCCCC3)ccc2O[C@@H]1CN(C)S(=O)(=O)c1ccc(Cl)cc1	-17	-1.0
O=C(CSc1nnc(-c2ccc(Br)cc2)o1)Nc1ccccc1Cl	-10	0.5
C[C@H](CO)N1C[C@H](C)[C@H](CN(C)C(=O)Nc2ccc3c(c2)OCO3)Oc2c(NC(=O)C3CCCCC3)cccc2C1=O	2	0.8
Cc1ccc(-c2nnc(SCC(=O)Nc3ccc4c(c3)oc3ccccc34)n2C)c(Cl)c1	8	-0.6
C[C@H](CO)N1C[C@H](C)[C@H](CN(C)C(=O)Nc2ccccc2)Oc2ccc(NC(=O)C3CC3)cc2C1=O	14	0.8
COc1ccc(S(=O)(=O)Nc2ccc3c(c2)C(=O)N([C@@H](C)CO)C[C@@H](C)[C@H](CN(C)C(=O)CCCN(C)C)OCCCC[C@H](C)O3)cc1	.	6.9

This is a subset; count on the stated rates, not on these rows.
